Pf Dd2 growth: inhibitors of Plasmodium falciparum Dd2 growth; P. falciparum Dd2 growth, SYBR Green, 72 h; Potency, µM (doses to about 28.9 µM), without a hit: at the highest dose activity, negative = inhibition, most hits filed as inhibitors; 120,000 compounds, 4.3% hits; AID 1347417; active = well fitted inhibition curve with a large enough effect; inconclusive = small, poorly fitted or top-dose-only effect; inactive = no such curve, though single readings can be large or run the other way;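 note: plate controls were DMSO vehicle for no effect and reference drug for full effect; nearly all actives have a fitted effect of over 65% in size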
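Infected erythrocytes (Dd2, 0.3% parasitemia, 2.5% hematocrit final) are added to compound in RPMI-1640/Albumax II medium, grown 72 h at 37C in low oxygen, then lysed with saponin/Triton-X containing SYBR Green and read by fluorescence.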
Starred values were filed as active, the others as inactive; i = inactive; ? = inconclusive; [ ] = remark or other dose. Potency is the fitted concentration of half-maximal effect. Not all compounds are listed; count on the stated rates, not on these rows.

| structure | Pf Dd2 growth |
| --- | --- |
| CCc1ccc(-c2nn(CC(=O)NC3CCCCC3)c3c2cnc2ccc(OC)cc23)cc1 | ? |
| O=C(CN1C(=O)NC2(CCCCC2)C1=O)N1CCCCC1 | -5% |
| COc1cccc(C(=O)N2CC(Oc3cccc(-c4nc(-c5ccccc5)no4)c3)C2)c1 | i[5.79 µM] |
| CCc1ccc(NC(=O)Cn2c(=O)n(CCCCC(=O)NCCc3ccccc3)c(=O)c3ccccc32)cc1 | 15% |
| COc1ccc(CN2CCCC(C)(NC(C)=O)C2)c2ccccc12 (stereo not drawn) | i |
| Cn1ncc(N2CCCC(CC(=O)N3CCCCCC3)C2)cc1=O (stereo not drawn) | i |
| O=C(NC1CCN(c2cc(-c3cccs3)[nH]n2)C1)c1ccc2nc[nH]c2c1 (stereo not drawn) | i |
| CCc1nc2ccc(C(=O)N3CCN(c4cccc(Cl)c4)CC3)cc2nc1CC | -17% |
| Cn1cc(CN(Cc2c(C(=O)N3CCCC3)nc3sccn23)C2CC2)cn1 | 15% |
| Cc1ccc(C2Cn3nnc(C(=O)N4CCC(C(=O)NC5CCc6ccccc65)CC4)c3CO2)cc1 (stereo not drawn) | -11% |
| O=c1[nH]c(-c2ccc(F)cc2)nc2c1CCN(S(=O)(=O)c1cccs1)C2 | -16% |
| CC(NC(=O)c1ccc(OC2CCN(S(=O)(=O)N(C)C)CC2)cc1)c1cccs1 (stereo not drawn) | -15% |
| CC(C)CN[C@H]1[C@H](O)[C@H](O)C[C@@H]1c1ccncc1 | -11%[44.1 µM] |
| O=C(NCc1ccnc2[nH]ccc12)c1ccccc1F | 23%[44.1 µM] |
| COc1ccc(-c2nc(C(C)C)nc3c2CCN(C(=O)Cc2cccc(Cl)c2)CC3)cc1 | ? |
| CCOC(=O)c1cccc(NC(=O)c2c(OC)cc(=O)n3c2CCCC3)c1 | 11% |
| Cc1cccc(OCC(=O)N2CCC3(CC2)NC(=O)N(Cc2ccccc2)C3=O)c1 | -14% |
| COc1cccc(CNc2cc(Cl)nc3ccnn23)c1 | -10%[44.1 µM] |
| NC(=O)C1CCCN(CC(=O)Nc2nc3ccccc3[nH]2)C1 (stereo not drawn) | -14% |
| O=C(c1ccccc1)N1CCCC(c2nn(-c3ccccc3)c(=O)[nH]2)C1 (stereo not drawn) | -24% |
| CC(C)CCN1C(=O)CC[C@]2(C(=O)N3CCC(C)CC3)CCCC[C@@H]12 | ? |
| COc1ccccc1-n1nc(Cc2ccccc2)n(CC(=O)NC(C)C2CC2)c1=O (stereo not drawn) | -18% |
| O=C(CCC[C@H]1NC[C@@H]2C[C@H]1CN(Cc1ccccc1)C2)NCc1cc(F)cc(F)c1 | ? |
| O=C(c1ccc2[nH]ccc2c1)N1CCCC(Cc2noc(-c3cnccn3)n2)C1 (stereo not drawn) | ? |
| CCOc1ccc(CCNC(=O)c2nn(-c3ccc(OC)cc3)c(=O)c3c2c2ccccc2n3C)cc1OCC | ? |
| CCc1cc2c(cc3c(=O)n(CC(=O)NCCc4ccccc4)ncn32)s1 | 21% |
| Cc1ccccc1CN1C(=O)c2ccccc2Sc2ccc(C(=O)NCCCN3CCOCC3)cc21 | ? |
| CCn1nc(C)c(-c2cc(C(=O)N3CCCCCCNC(=O)CC3)no2)c1C | -1% |
| Cc1ccc(NC(=O)c2cc(S(=O)(=O)NC3CCCCCC3)ccc2F)cc1F | 4.5µM* |
| CC(C)CN1CC[C@H](c2nc3ncccc3[nH]2)C1 | ? |
| CN(CCC1CCOCC1)C(=O)c1ccc2oc(-c3cccc(F)c3)nc2c1 | 6% |
| O=C(Cn1cccc1-c1nc(-c2ccc3c(c2)OCO3)no1)Nc1cc(F)cc(F)c1 | 5µM* |
| COC[C@H]1C[C@@H](NC(=O)C2CCOCC2)[C@H](O)[C@@H]1O | 25%[44.1 µM] |
| COC(=O)CNC(=O)N1CCC(Cc2noc(-c3ccc(OC)cc3)n2)C1 (stereo not drawn) | -12% |
| Cc1cccc(CNC(=O)C2CCN(c3cn[nH]c(=O)c3)C2)c1 (stereo not drawn) | -1% |
| COC(=O)C1=C(C)N=C2SC=C(CC(=O)N3CCCC3)N2C1c1ccc(OC)cc1 (stereo not drawn) | ? |
| CCOc1cccc(CN2C(=O)C3(CCOCC3)CC2c2nnnn2C(C)(C)C)c1 (stereo not drawn) | i |
| O=[S+]([O-])(c1ccc(Br)cc1)c1nnn2c1nc(NC1CC1)c1ccccc12 | -8% |
| CCOCCCNC(=O)c1cn(CC)c2ccc(S(=O)(=O)N3CCOCC3)cc2c1=O | -1% |
| O=C(c1cccc2[nH]ccc12)N1CC[C@@H]2COCCN(Cc3ccncc3)[C@@H]2C1 | -4% |

3 records drawn at random from those above:
| structure | Pf Dd2 growth |
| --- | --- |
| O=C(c1cccc2[nH]ccc12)N1CC[C@@H]2COCCN(Cc3ccncc3)[C@@H]2C1 | -4% |
| CCOCCCNC(=O)c1cn(CC)c2ccc(S(=O)(=O)N3CCOCC3)cc2c1=O | -1% |
| COC(=O)C1=C(C)N=C2SC=C(CC(=O)N3CCCC3)N2C1c1ccc(OC)cc1 (stereo not drawn) | ? |

The listing picks up, starting two compounds before the break.
| structure | Pf Dd2 growth |
| --- | --- |
| CCOCCCNC(=O)c1cn(CC)c2ccc(S(=O)(=O)N3CCOCC3)cc2c1=O | -1% |
| O=C(c1cccc2[nH]ccc12)N1CC[C@@H]2COCCN(Cc3ccncc3)[C@@H]2C1 | -4% |
| C#CCn1c(=O)n(-c2cccc(Cl)c2C)c(=O)c2c3c(sc21)CN(C(C)=O)CC3 | 7% |
| COc1ccc(N2CC(C(=O)N(C)C)NC2=O)cc1 (stereo not drawn) | -1%[44.1 µM] |
| Clc1ccc(C2Cn3nnc(-c4noc(C5CCC5)n4)c3CO2)cc1 (stereo not drawn) | -25% |
| C=CCNC(=O)N[C@H]1C[C@H]2C(=O)Nc3ccc(-c4cccs4)cc3C(=O)N2C1 | i |
| COc1cc(OC)c(NC(=O)C2CCN(S(=O)(=O)c3ccc4c(c3)oc(=O)n4C)CC2)cc1Cl | 21% |
| CCCSc1ncc(Cl)c(C(=O)Nc2ccc(S(=O)(=O)N3CCCCC3C)cc2)n1 (stereo not drawn) | ? |
| CC(C)c1cnc2c(c1SCC(=O)NCc1ccccc1)c(=O)n(C)c(=O)n2C | 0% |
| CCn1ncc(N2CCC(NC(=O)C(C)(C)C)CC2)cc1=O | 1% |
| COc1ccc(C(=O)N2CCC(N3CC4CC(C3)[C@H]3CCCC(=O)N3C4)CC2)c(C)c1 (stereo partly drawn) | -7% |
| Cc1ccc(NC(=O)c2ccc(CN3CC(=O)N4CCCCC4C3=O)cc2)c(Cl)c1 (stereo not drawn) | i |
| CNc1cc(C)nc(N2CCN(Cc3ccc(C)cc3)C(CCO)C2)n1 (stereo not drawn) | ? |
| O=C(Nc1ccccc1C(F)(F)F)C1CCN(c2nnc(-n3cccc3)s2)CC1 | ? |
| CC(=O)N1CCC(c2nn(-c3ccccc3)c(=O)[nH]2)CC1 | -24%[44.1 µM] |
| CC1(C(=O)N2CCN(c3ccccn3)CC2)CCc2cnc(NCc3ccccc3)nc21 (stereo not drawn) | ? |
| COC(=O)N1CCC2(CC1)C(=NC1CCCC1)NC(=O)N2c1cc(F)cc(F)c1 | 0% |
| CSc1ccc(CCNC(=O)c2c(C)oc3ncn(C)c(=O)c23)cc1 | -7% |
| Cc1c(C(=O)N(C)C)sc2c1c(=O)n(-c1ccc(F)cc1)c(=O)n2CC(=O)N(C)c1ccccc1 | 62%[activator] |
| CCc1nc2c(c(-c3ccc(Cl)cc3)n1)CCN(Cc1cccn1C)CC2 | ? |
| O=C(CN1CCCn2nc(CO)cc2C1)NCCc1ccccc1 | -12% |
| CN(C)C[C@@H]1CN(c2ncccn2)C[C@H]1NC(=O)c1cnn(C)c1 | 21% |
| CCNC(=O)N1CCCCCCNC(=O)[C@@H]2CCC[C@@H]21 | 27% |
| COCc1cc(=O)n(CC(=O)Nc2ccc(OC)c(Cl)c2)c(N2CCOCC2)n1 | i |
| COc1ccc(CN[C@H]2C[C@@H](Cc3cc(CCO)on3)C2(C)C)cc1 | i |
| O=C(c1cccc(-n2cnnc2)c1)N1CCC[C@H]1c1nc(-c2ccncc2)no1 | -1% |
| CC(C)CCN1CCC(N2CCN(C(=O)c3ccsc3)CC2)C1=O (stereo not drawn) | -14% |
| COc1ccc(C(=O)N2CCCC(n3cc(-c4nc(C(C)C)no4)nn3)C2)cc1 (stereo not drawn) | 13µM* |
| CCOC(=O)c1c(-c2ccccc2)csc1NC(=O)c1nc(SCC)ncc1Cl | 51%[activator] |
| COc1ccccc1C(=O)N1CC[C@H]2COC(=O)N2c2ccccc2C1 | 12%[44.1 µM] |
| CNC(=O)N1CCC(C2CCN(C(=O)C3(C)CCCCC3)C2)CC1 (stereo not drawn) | -15% |
| Cc1cccc(NC(=O)Cn2nc(C)c3nn(-c4ccc(Cl)cc4)c(C)c3c2=O)c1C | i |
| Cc1ccc2nc(-c3ccc(Cl)c(NC(=O)c4cccnc4)c3)oc2c1 | ? |
| COc1cccc(NC(=O)N[C@H]2C[C@@H](C(=O)N[C@@H](CCCNC(=O)C=C(C)C)C(N)=O)N(C(=O)C=C(C)C)C2)c1 | 20% |
| COc1ccc(OC)c(-n2cnc3cc(C(=O)NC4CCCC4)ccc32)c1 | ? |
| Cc1noc([C@H]2CCN(Cc3ccccc3F)C[C@H]2NC(=O)C2CC2)n1 | 76%[activator][5.79 µM] |
| COc1ccccc1CNC(=O)C1CC(=O)N(c2n[nH]c3cccc(F)c23)C1 (stereo not drawn) | -6% |
| CN1CC2(CCN(C(=O)CCc3c[nH]c4ccccc34)CC2)CC1C(=O)N1CCOCC1 (stereo not drawn) | -12% |
| Cc1cccc(C(=O)N2CCC3(CC2)OCC(C(=O)N2CCCC2)N3C(=O)c2cccc(C)c2)c1 (stereo not drawn) | ? |
| Cc1cccc(NC(=O)N2CCC(Oc3ncccc3C(=O)N3CCOCC3)C2)c1C (stereo not drawn) | i |
| COc1cccc(NS(=O)(=O)c2ccc(-c3cc(C)no3)s2)c1 | i |
| O=C(Cn1nc2n(c1=O)CCCC2)NCc1ccc2c(c1)OCO2 | 7% |
| CNC(=O)[C@@H]1C[C@H](Oc2ccccc2)CN1C(=O)c1ccc(OC)nc1 | -16% |
| N#Cc1cccc(-c2ncc3c(n2)OCCN(Cc2ccc(F)cc2F)C3=O)c1 | -12%[44.1 µM] |
| COc1cccc(NC(=O)c2c(N3CCCC3=O)c3cc(C)ccc3n2C)c1 | ? |
| COCCC1(C(=O)O)CCCN(CCCn2ccnc2C)C1 (stereo not drawn) | 4% |
| COc1ccc(CN2Cc3[nH]cnc3C[C@H]2c2nc(-c3ccc(C)cc3)no2)cc1 | 22µM* |
| CC(C)c1cnc(N2CCC(COc3ccc4c(cnn4CCC(=O)O)c3)CC2)nc1 | i |
| O=C(Nc1ccc([C@@H](O)[C@H]2COCC(=O)N2Cc2ccc(C(F)(F)F)cc2)cc1)C1CCCCC1 | ? |
| CN1CC(=O)N(C2CCCNCC2)Cc2c1ncnc2N1CCNC(=O)C1 (stereo not drawn) | 12% |
| N#Cc1ccc(C(=O)N2CCC(n3cc(-c4nc(-c5ccccc5)no4)nn3)C2)cc1 (stereo not drawn) | i |
| CCOC(=O)c1ccccc1NC(=O)CN(c1cccc(C)c1C)S(=O)(=O)c1ccccc1 | -15% |

Part of the list above in order of heavy-atom count, high to low:
| structure | Pf Dd2 growth |
| --- | --- |
| CCOc1ccc(CCNC(=O)c2nn(-c3ccc(OC)cc3)c(=O)c3c2c2ccccc2n3C)cc1OCC | ? |
| O=C(CCC[C@H]1NC[C@@H]2C[C@H]1CN(Cc1ccccc1)C2)NCc1cc(F)cc(F)c1 | ? |
| COc1ccc(CN2Cc3[nH]cnc3C[C@H]2c2nc(-c3ccc(C)cc3)no2)cc1 | 22µM* |

Later entries
| structure | Pf Dd2 growth |
| --- | --- |
| Cc1ccc(OCc2cc(C(=O)N(C)Cc3ccccn3)no2)cn1 | 0% |
| CNC(=O)[C@@H](C1CC1)N1CCC[C@H]1C(=O)NCc1ccccn1 | 19%[44.1 µM] |
| O=C1CS(=O)(=O)C2(C(=O)Nc3ccccc32)N1c1cccc(Cl)c1 (stereo not drawn) | 52%[activator][5.79 µM] |
| Cn1c([C@H]2CCN(C(=O)NC3CCCCC3)C2)nc2ccccc21 | i |
| Cc1cccc(C(=O)N2CCC3(CC2)CC(CC(=O)NC2CC2)CCO3)c1 (stereo not drawn) | 22% |
| COc1cccc(CN2CCC(N3C(=O)C(OC)C34CCOCC4)CC2)n1 (stereo not drawn) | -20% |
| COCCNC(=O)N1CCc2nn(Cc3ccccc3)c(=O)n2CC1 | i |
| C[C@@H](NC(=O)C1CCCC1)c1c(-c2ccc(Cl)cc2)noc1C(=O)O | -13%[44.1 µM] |
| O=C(CCC1N=C2c3ccccc3N=C(SCc3cccc(Cl)c3)N2C1=O)NCc1cccs1 (stereo not drawn) | 82%[activator] |
| CC(C)C1N=C2c3ccccc3N=C(SCC(=O)NCc3ccc(F)cc3)N2C1=O (stereo not drawn) | -17% |
| O=C(COc1ccc(Cl)cc1)OCc1cc(=O)n2nc(C3CC3)sc2n1 | -9% |
| O=S(=O)(c1ccc(Cl)cc1)c1nnn2c1nc(N1CCCCC1)c1sccc12 | -9% |
| Cc1ccc2nc(NCCc3ccc(Cl)cc3)c3nncn3c2c1 | 11%[5.79 µM] |
| COCC1CN(C(=O)NC2CCCC2)CC12CCNCC2 (stereo not drawn) | ? |
| Cc1ccc(C)c(CSc2cn(CCNC(=O)c3cccs3)c3ccccc23)c1 | ? |
| CCN(CC)S(=O)(=O)c1ccc2nc(NC(=O)c3ccc(Br)o3)sc2c1 | i |
| Cc1cccc(N2CCN(C(=O)c3ccc4c(c3)N(C(=O)c3ccccc3)CC4)CC2)c1C | ? |
| Cc1nc(N2CCC(C(=O)NC3CCCCCC3)CC2)cc(C(F)(F)F)n1 | i |
| Cc1cn2nc(C(=O)N3CCC(NC(=O)c4ccc(C)c(F)c4)CC3)cc2c(=O)[nH]1 | ? |

Bioassay records (PubChem BioAssay)
